Source: PubChem (National Center for Advancing Translational Sciences (NCATS))
TGFb SMAD3 inh: TGF-b pathway inhibition; hit rate 1.2% among 410,000; HepG2 CAGA-GFP TGF-b/SMAD3 reporter, GFP fluorescence, 18 h; TGF-beta stimulated, 500 pg/mL final; AID 588855; Potency, µM (highest dose often 46.1 µM), for inactives: at the highest dose activity, negative = inhibition, usual class: inhibitors; further: potency means the concentration at half of the fitted maximal effect; on the % scale 0 is the no-effect control and ±100 the full control effect; nearly all actives have a fitted effect of over 65% in size
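Read-out: total well GFP (ex488/em500-530) summed from mean per-cell fluorescence. Cells: HEPG2 CAGA-GFP, 1% FBS DMEM, 18 h at 37 degrees C with 500 pg/mL final TGF-beta. Unstimulated wells served as the full-inhibition control; stimulated DMSO wells = 0%.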
Akt phos inh: inhibitors of Akt phosphorylation. hit rate 0.32% among 360,000. Neuro2A IGF-stimulated pAkt S473 HTRF, 20 min; hits give low values. activity change, % for hits at 50 µM; in the data active means activity change below about -80%; inconclusive means mostly about -51% to -80%; further: on the % scale 0 is the no-effect control and ±100 the full control effect
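Neuro2A cells in DMEM with 0.5% FBS, overnight at 37 deg C, given compound at single 50 µM final, then IGF (6 nM final) for 20 min at 37 deg C. Lysed; phospho-Akt Ser473 by HTRF after 24 h, 665/615 ratio.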
CCT chaperon mod: changes cytosolic chaperonin activity; hit rate 0.3% among 360,000; activity change, % (concentration not given with the values), hits read low; purified chaperonin ATPase assay, HTRF ADP detection, 30 min; AID 651819; in the data active means activity change below about -30%; further: on the % scale 0 is the no-effect control and ±100 the full control effect
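Enzyme 40 or 20 nM (batch-dependent) in Tris pH 7.4/KCl/MgCl2/DTT; cpd 76 uM single point; ATP 10 uM; 30 min 37 °C; Transcreener ADP HTRF detection, 30 min RT; ratio 665/615.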
A549 tox: A549 cytotoxicity, counter-screen for Nrf2 inhibitors; A549 ARE-Fluc cells, CellTiter-Fluor viability, 18-24 h; Potency, µM (series often up to 46 µM), without a hit: top-dose activity change, negative = cytotoxicity, hits mostly inhibitors; hit rate 0.16% among 390,000; AID 504648; further: potency means the concentration at half of the fitted maximal effect; on the % scale 0 is the no-effect control and ±100 the full control effect
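A549 ARE_Fluc cells in 5% FBS OPTI-MEM were exposed to compounds in concentration-response for 18-24 h at 37 deg C. Viability was read by CellTiter-Fluor fluorescence (Ex 405/Em 525) after 30 min, before the luciferase read.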
Nrf2 ARE act: activators of Nrf2 (ARE) signaling; AREc32 ARE-luciferase reporter (MCF7-derived line), luminescence, 24 h; Potency, µM (doses to about 46.1 µM), for the others: at the top dose activation, hits mostly activators; hit rate 0.31% among 410,000; AID 624171; further: potency means the concentration at half of the fitted maximal effect; % of control where 0% means no effect; nearly all actives have a fitted effect of over 65% in size
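ARE activation measured as luciferase luminescence (Steady-Glo, 30 min RT) in AREc32_Fluc cells after 24 hr compound exposure at 37 deg C, 5% CO2; cells seeded overnight at 1000/well in OPTI-MEM, 5% FBS.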
Nrf2 block: inhibitors of Nrf2 signaling; hit rate 2.1% among 360,000; A549 ARE-Fluc reporter, luciferase luminescence, 18-24 h; Potency, µM (doses to about 46 µM), for the others: at the highest dose activity change, negative = inhibition, most hits filed as inhibitors; further: potency means the concentration at half of the fitted maximal effect; on the % scale 0 is the no-effect control and ±100 the full control effect; nearly all actives have a fitted effect of over 60% in size
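Concentration-response testing used A549 ARE_Fluc cells at 5000 cells/well. Following an 18-24 h compound incubation, viability was read by fluorescence (Ex 405/Em 525) and luciferase output by luminescence.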
Mm-Cpn inhibitor: M. maripaludis TRiC chaperonin inhibition; hit rate 0.031% among 330,000; Potency, µM (highest dose often 76.9 µM), inactives show top-dose activity, negative = inhibition, usual class: inhibitors; AID 504842; purified Mm-Cpn ATPase, ADP Transcreener TR-FRET; further: potency means the concentration at half of the fitted maximal effect; on the % scale 0 is the no-effect control and ±100 the full control effect; nearly all actives have a fitted effect of over 80% in size
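Measured: ADP formation by purified Mm-CPN. Conditions: 25 nM protein, 10 uM ATP, Tris pH 7.4 with Mg2+, K+ and DTT, 37°C for 30 min. Detection: Transcreener HTRF after 30 min at room temperature.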
EPAC2 antag: EPAC2 (human) antagonism. Q8WZA2. hit rate 0.18% among 360,000. Potency, µM (top dose mostly 114 µM), without a hit: top-dose activity, negative = inhibition, usual class: inhibitors. AID 720708. EPAC2 GEF exchange of Rap1B-BODIPY-GDP, fluorescence; further: potency means the concentration at half of the fitted maximal effect; on the % scale 0 is the no-effect control and ±100 the full control effect; nearly all actives have a fitted effect of over 45% in size; many of its hits are not listed in these tables
Target sequence (Q8WZA2 whole entry, looked up): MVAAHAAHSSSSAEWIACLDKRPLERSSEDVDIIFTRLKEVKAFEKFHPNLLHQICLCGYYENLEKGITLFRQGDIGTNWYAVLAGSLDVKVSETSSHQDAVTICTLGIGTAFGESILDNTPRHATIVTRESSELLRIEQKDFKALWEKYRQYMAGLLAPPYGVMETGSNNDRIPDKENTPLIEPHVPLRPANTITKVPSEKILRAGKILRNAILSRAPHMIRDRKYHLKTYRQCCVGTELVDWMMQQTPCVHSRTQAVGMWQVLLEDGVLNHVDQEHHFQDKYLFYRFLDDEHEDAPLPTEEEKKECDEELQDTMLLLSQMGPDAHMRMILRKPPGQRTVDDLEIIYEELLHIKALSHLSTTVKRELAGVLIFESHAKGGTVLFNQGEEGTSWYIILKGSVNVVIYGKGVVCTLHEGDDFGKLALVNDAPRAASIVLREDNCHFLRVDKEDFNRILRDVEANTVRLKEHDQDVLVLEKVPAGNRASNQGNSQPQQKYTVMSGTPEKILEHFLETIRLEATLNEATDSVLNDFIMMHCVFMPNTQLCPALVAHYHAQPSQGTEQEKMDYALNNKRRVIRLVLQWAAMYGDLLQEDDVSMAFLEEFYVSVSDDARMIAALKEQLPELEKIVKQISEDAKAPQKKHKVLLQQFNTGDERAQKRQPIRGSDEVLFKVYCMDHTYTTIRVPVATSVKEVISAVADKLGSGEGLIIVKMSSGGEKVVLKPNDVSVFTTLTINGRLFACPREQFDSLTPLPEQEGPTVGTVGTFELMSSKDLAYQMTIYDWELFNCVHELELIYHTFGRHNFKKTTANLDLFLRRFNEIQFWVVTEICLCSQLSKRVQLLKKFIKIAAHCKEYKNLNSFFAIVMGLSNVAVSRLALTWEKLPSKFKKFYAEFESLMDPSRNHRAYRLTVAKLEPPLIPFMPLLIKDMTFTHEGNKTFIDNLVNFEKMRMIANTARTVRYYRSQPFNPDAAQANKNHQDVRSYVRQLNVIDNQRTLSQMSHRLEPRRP
EPAC2 agonist: agonists of human EPAC2 (RAPGEF4); Q8WZA2; EPAC2 activation, biochemical qHTS; response scale: 100% = 6.5 mM cAMP response; Potency, µM (highest dose often 154 µM), for the others: top-dose activation, actives largely listed as activators; hit rate 0.079% among 360,000; AID 720711; further: potency means the concentration at half of the fitted maximal effect; nearly all actives have a fitted effect of over 50% in size
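Exchange assay: 100 nM EPAC2 with 250 nM Rap1B-BODIPY-GDP and 50 uM GDP. Fluorescence (ex 480/em 540 nm) read every 5 min for 30 min at room temperature. Data normalized to 6.5 mM cAMP as agonist control.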
Starred values were filed as active, the others as inactive; i = inactive; ? = inconclusive; · = no result given; & = joins results of further samples; [ ] = another dose, or the depositor's remark. Unless noted, the call rests on the fitted dose curve; in most records, active means well fitted curve in the direction sought with a large enough effect; inconclusive means small, poorly fitted or top-dose-only effect, or another doubt; inactive means no such curve, though single readings can be large; an effect the other way counts as inactive or inconclusive. Some of the compounds tested; count on the stated rates, not on these rows.

SMILES	TGFb SMAD3 inh	Akt phos inh	CCT chaperon mod	A549 tox	Nrf2 ARE act	Nrf2 block	Mm-Cpn inhibitor	EPAC2 antag	EPAC2 agonist
Cc1cccc(-c2nc(CSCC(=O)NCc3cccs3)c(C)o2)c1	2.1%	i	1.0	-10.9%	0.0%	?	-1.6%	-9.5%	17.8%
N#Cc1ccc(/C=C/C(=O)c2ccccc2)cc1	?	i	1.1	3.3%	?	-6.3%	-6.1%	-0.1%	3.1%
O=c1cc(CN2CCN(S(=O)(=O)/C=C/c3ccccc3)CC2)c2ccc(O)cc2o1	-28.5%	i	-0.6	10.0%	-0.7%[9.22 µM]	-15.3%	-5.0%	-0.2%	5.2%
COc1ccc(CCNC(=O)Cc2c(C)c3c(cc(C)c4c(C)coc43)oc2=O)cc1OC	-4.2%	·	·	-2.4%	-0.4%	-5.3%	·	·	·
Cc1ccc(C(=O)NNC(=O)c2ccncc2)cc1C	1.6%	i	-3.5	7.9%	-1.2%	6.3%	3.9%	10.4%	9.0%
O=S(=O)(Nc1nc(SCc2ccc(Cl)cc2)n[nH]1)c1ccc(F)cc1	?	i	0.0	-10.4%	3.6%	-21.0%	1.0%	?	8.1%
CN(C)C1CCCCC=CC(=O)NC1 (configuration not stated)	2.8%	i	-0.5	·	-0.5%	·	·	1.7%	9.6%
CC(C)C[C@H]1CNC(=S)N1C[C@H]1CCCN1C[C@H](CC(C)C)N1C[C@H](Cc2ccc(O)cc2)N(CC2CCCCCC2)C1=S	6.31µM*	i	0.8	·	-0.2%	·	·	?	-5.5%
Cc1ccccc1NC(=O)NC1(C(=O)NCC2CCCO2)CCCCC1 (configuration not stated)	-1.7%	i	-0.5	1.5%	0.1%	2.0%	1.7%	7.2%	8.4%
OCCNc1nc2ccccc2n1CC(O)c1ccccc1 (configuration not stated)	0.6%	i	-8.0	-3.2%	-0.3%	3.5%	2.5%	6.1%	1.2%
CC(Sc1nnc(N)s1)C(=O)c1c(N)n(C)c(=O)n(C)c1=O (configuration not stated)	4.7%	i	-0.1	-0.5%	0.2%	5.6%	-1.5%	3.7%	8.7%
Cc1cccc(NS(=O)(=O)c2cc3c4c(c2)CCC(=O)N4CCC3)c1	-6.3%	i	0.0	-1.8%	1.5%	?	0.6%	4.1%	6.9%
Fc1ccc2c(c1)NC(c1ccncc1)=NC(c1cccs1)=N2	-3.9%	·	·	0.3%	0.0%	-18.2%	·	·	·
Cc1ccc(C(C(=O)NC2CCCCC2)N2CCN(C(=O)c3ccco3)CC2)cc1 (configuration not stated)	-5.8%	i	0.3	-0.9%	-0.8%	2.0%	-0.8%	1.5%	-0.6%
CCN(CC)CCCN1C(=O)CSC1c1ccc([N+](=O)[O-])cc1 (configuration not stated)	13.9%	i	-1.2	8.7%	-0.1%	0.0%	1.2%	-2.8%	4.8%

The last two entries of the part above lead into the next:
SMILES	TGFb SMAD3 inh	Akt phos inh	CCT chaperon mod	A549 tox	Nrf2 ARE act	Nrf2 block	Mm-Cpn inhibitor	EPAC2 antag	EPAC2 agonist
Cc1ccc(C(C(=O)NC2CCCCC2)N2CCN(C(=O)c3ccco3)CC2)cc1 (configuration not stated)	-5.8%	i	0.3	-0.9%	-0.8%	2.0%	-0.8%	1.5%	-0.6%
CCN(CC)CCCN1C(=O)CSC1c1ccc([N+](=O)[O-])cc1 (configuration not stated)	13.9%	i	-1.2	8.7%	-0.1%	0.0%	1.2%	-2.8%	4.8%
CN(c1cccc(F)c1)c1cc2c(c3c1ccn3C)C1CCC2C1 (configuration not stated)	-4.3%	i	-0.9	·	0.2%	·	·	-3.3%	10.8%
COC(=O)c1[nH]c2ccccc2c1NC(=O)CNC1CCCCC1	-26.0%	i	-2.3	-3.3%	0.2%	1.1%	1.9%	-2.8%	1.2%
Cc1cc(C)cc(NC(=O)CSc2ccc(-c3cccs3)nn2)c1	?	i	1.1	-2.1%&-28.7%	0.3%&1.8%	10.3µM*	-8.9%	-24.1%	2.5%
COc1ccc(Cn2cc(Cn3c4ccccc4c(=O)n3C(C)C)nn2)cc1	-10.8%	i	0.1	·	-1.4%	·	·	26.6%	13.2%
Cc1cc(C)c2nc(SCC(=O)N(C)C3CCS(=O)(=O)C3)cc(C)c2c1 (configuration not stated)	4.3%	i	1.0	-1.2%	-0.4%	-12.8%	-16.0%	5.4%	0.4%
Cc1cccc(N2CCN(Cc3cc(=O)oc4cc(C)ccc34)CC2C)c1 (configuration not stated)	-5.1%	·	·	5.1%	-0.8%	8.3%	·	·	·
CN(C)c1ccc(C2N(c3ccc(F)cc3)C(=O)C3CCCN32)cc1 (configuration not stated)	?	i	-1.3	5.4%	0.0%	5.5%	1.5%	2.6%	6.7%
O=C(Cn1[nH]c(=O)c2ccccc2c1=O)Nc1cccnc1	-5.9%	i	-0.1	2.0%	3.9%	-8.3%	1.0%	5.5%	11.6%
CC(=O)Nc1nc(-c2ccccc2)nc(-c2ccccc2OC(C)=O)n1	?	i	-2.2	-24.6%	22.7%	13µM*	3.9%	-0.9%	14.1%
O=C(NCc1ccccc1CN1CCCC1)c1ccc(Cl)c(S(=O)(=O)N2CCCC2)c1	20.1%	i	-2.4	-16.8%	0.9%	13.9%	-0.2%	2.3%	4.4%
CCOC(=O)C(C)/C(C)=N/NC(N)=S (configuration not stated)	?	i	-0.7	-0.6%	0.7%	-1.9%	1.9%	4.6%	-2.8%
N#C/C(=C(/O)CSc1ccccc1C(=O)O)c1nc2ccccc2s1	-23.0%	i	0.3	22.5%	3.7%	24.8%	-1.1%	7.2%[57.1 µM]	1.2%
CCN(CC)S(=O)(=O)c1ccc(N2CCCC2)c(NC(=O)c2ccccc2OC)c1	?	i	-2.4	9.3%	-1.5%	5.7%	1.0%	-4.8%	15.1%
COc1ccc(CCNC(=O)CSc2nc3ncccc3[nH]2)c(OC)c1	19.7%	i	-0.5	0.1%	-1.7%	1.7%	1.0%	12.4%	-5.1%
COc1ccc(NC(=O)C(Sc2ccccc2)c2ccccc2)c(OC)c1 (configuration not stated)	-14.1%	i	-0.2	3.6%	1.5%	?	-2.3%	-23.1%	26.1%
O=C(Oc1ccc(Cl)cc1)N1CCOCC1	10.7%	i	-2.1	4.7%	2.1%	23.6%	0.5%	10.0%	3.0%
COc1ccccc1NS(=O)(=O)c1ccc(-c2cnc(C3CC3)o2)cc1	11.2µM*	·	-76.5*	-1.8%	0.0%	1.0%	0.8%	-1.6%	17.7%
O=C(NCc1cccs1)c1ccc2c(c1)sc1nc(-c3ccccc3)cn12	?	·	·	11.5%	6.9%	10.3%	·	·	·
C=CCNC(=O)c1ccc2c(c1)N(CC)C(=O)c1ccccc1S2	3.8%	i	-7.7	2.4%	-0.3%	?	2.7%	-6.0%	13.7%
CC(C)CCN1CCN(Cc2ccon2)CC1CCO (configuration not stated)	1.2%	i	1.3	7.7%	-0.6%	?	0.1%	10.0%	-0.4%
O=C(O)C1(Nc2ccc(Br)cc2)CCCC1	1.1%	i	0.0	-4.0%	3.9%	-6.8%	·	-0.5%	14.8%
COc1ccc(N(C(=O)c2ccn[nH]2)C(C(=O)NC2CCCC2)c2ccc(F)cc2)cc1 (configuration not stated)	7.0%	i	0.7	0.8%	-0.5%	-13.8%	1.6%	1.9%	12.8%
CN(C(=O)CCCN1CCCC1=O)C1CCCN(Cc2ccccc2F)C1 (configuration not stated)	-18.1%	i	-0.2	13.0%	-0.6%	-5.0%	-0.8%	-1.6%	0.5%
Cc1cc(C)n(-c2cccc(Cl)c2)c(=O)c1C#N	-19.4%	i	-3.8	-2.0%	-0.9%	1.8%	2.7%	4.1%	-1.3%
CCC1S/C(=N/S(=O)(=O)c2ccc(N)cc2)NC1=O (configuration not stated)	28.5%	i	2.0	-4.1%	-0.7%	-4.8%	·	6.7%	8.0%
Cc1cc(C)nc(SCc2nnc(SCC(=O)Nc3nccs3)n2C)n1	33.4%	i	1.8	-2.9%	-0.6%	20.3%	-0.2%	-3.2%	10.9%
Cc1cccc(C)c1NC(=O)CN(C)C(=O)CCC(=O)c1ccccc1	2.9%	i	1.6	0.2%	-0.4%	1.4%	-1.0%	-4.9%	4.9%
O=c1[nH]c(N/N=C/c2ccc(O)cc2)nc2ccccc12	-16.1%	i	1.6	-7.2%	16.6%	?	-1.7%	11.9%	-4.2%

Entries shown so far containing an NH in an aromatic ring (6):
SMILES	TGFb SMAD3 inh	Akt phos inh	CCT chaperon mod	A549 tox	Nrf2 ARE act	Nrf2 block	Mm-Cpn inhibitor	EPAC2 antag	EPAC2 agonist
O=S(=O)(Nc1nc(SCc2ccc(Cl)cc2)n[nH]1)c1ccc(F)cc1	?	i	0.0	-10.4%	3.6%	-21.0%	1.0%	?	8.1%
COC(=O)c1[nH]c2ccccc2c1NC(=O)CNC1CCCCC1	-26.0%	i	-2.3	-3.3%	0.2%	1.1%	1.9%	-2.8%	1.2%
O=C(Cn1[nH]c(=O)c2ccccc2c1=O)Nc1cccnc1	-5.9%	i	-0.1	2.0%	3.9%	-8.3%	1.0%	5.5%	11.6%
COc1ccc(CCNC(=O)CSc2nc3ncccc3[nH]2)c(OC)c1	19.7%	i	-0.5	0.1%	-1.7%	1.7%	1.0%	12.4%	-5.1%
COc1ccc(N(C(=O)c2ccn[nH]2)C(C(=O)NC2CCCC2)c2ccc(F)cc2)cc1 (configuration not stated)	7.0%	i	0.7	0.8%	-0.5%	-13.8%	1.6%	1.9%	12.8%
O=c1[nH]c(N/N=C/c2ccc(O)cc2)nc2ccccc12	-16.1%	i	1.6	-7.2%	16.6%	?	-1.7%	11.9%	-4.2%
